Assay outcomes deposited in PubChem BioAssay by Broad Institute.
mut p53 react: mutant p53 pathway reactivation | hit rate 1.5% among 28,000 | activation, % at 9.98 µM | AID 624151 | SW480 PUMA-promoter luciferase; in the data active means activation above about 52%
STK33 inh: human STK33 kinase inhibition; Q9BYT3; ADP-Glo luminescence, MBP substrate; inhibition, % at 12.5 µM; hit rate 0.44% among 27,000; AID 2322; in the data active means inhibition above about 20%
Target sequence (Q9BYT3 whole entry, looked up): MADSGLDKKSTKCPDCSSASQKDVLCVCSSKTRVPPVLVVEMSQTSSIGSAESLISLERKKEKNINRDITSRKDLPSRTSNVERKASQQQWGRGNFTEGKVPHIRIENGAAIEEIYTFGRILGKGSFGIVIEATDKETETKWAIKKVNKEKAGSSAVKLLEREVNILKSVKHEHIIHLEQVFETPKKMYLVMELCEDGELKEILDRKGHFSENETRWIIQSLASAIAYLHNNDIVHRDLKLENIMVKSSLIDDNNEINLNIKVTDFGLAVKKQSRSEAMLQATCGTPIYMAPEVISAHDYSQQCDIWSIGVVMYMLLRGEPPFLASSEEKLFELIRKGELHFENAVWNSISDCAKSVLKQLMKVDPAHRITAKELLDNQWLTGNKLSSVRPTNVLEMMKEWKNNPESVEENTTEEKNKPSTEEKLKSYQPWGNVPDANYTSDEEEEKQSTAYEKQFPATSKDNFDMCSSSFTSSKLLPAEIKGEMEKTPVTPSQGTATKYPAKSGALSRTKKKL
Starred values were filed as active, the others as inactive; . = not tested or not shown. Not all compounds are listed; rates above refer to the full screens.

SMILES	mut p53 react	STK33 inh
COc1ccc(NC(=O)CSc2ncnc3sc(-c4ccccc4)cc23)c([N+](=O)[O-])c1	-4.9	1.5
O=C(CSc1nc2ccccc2nc1N1CCCC1)Nc1ccccc1	.	-1.3
C[C@]1(O)CC[C@@H]2C(C(=O)O)=CO[C@@H](O[C@@H]3O[C@H](COC(=O)/C=C/c4ccc(O)c(O)c4)[C@@H](O)[C@H](O)[C@H]3O)[C@@H]21	-2.1	-1.8
C[C@@H]1CCCCO[C@@H](CN(C)C(=O)C2CCCCC2)[C@@H](C)CN([C@H](C)CO)C(=O)c2cc(NC(=O)Nc3ccccc3)ccc2O1	-9.0	1.3
C[C@H](CO)N1C[C@H](C)[C@H](CN(C)Cc2ccc(Oc3ccccc3)cc2)Oc2ccc(NC(=O)Cn3cnnn3)cc2CC1=O	.	-0.3
CNC[C@H]1Oc2c(NS(=O)(=O)c3ccc(OC)cc3)cccc2C(=O)N([C@@H](C)CO)C[C@H]1C	-1.9	.
COC(=O)COc1cccc(NC(=O)c2ccc(-c3ccccc3)cc2)c1	-15.8	1.7
CCN(CC)C(=O)c1ccc(Nc2nnc(-c3ccc(C)c(S(N)(=O)=O)c3)c3ccccc23)cc1	-8.1	1.8
COCC#Cc1cnc2c(c1)C(=O)N([C@@H](C)CO)C[C@@H](C)[C@@H](CN(C)C(=O)c1ccc3c(c1)OCO3)O2	11.3	.
COC(=O)c1ccc(C(=O)OC)c(NC(=O)COc2ccccc2OC)c1	4.9	-1.7
CC(C)NC(=O)N(C)C[C@H]1OCCCC[C@@H](C)Oc2ccc(NS(=O)(=O)c3cccs3)cc2C(=O)N([C@H](C)CO)C[C@@H]1C	.	-1.2
COCCOC(=O)N1C(=O)[C@@]2(c3cc(C#Cc4ccc(OC)cc4)ccc31)[C@H](c1ccccc1OCCO)N1[C@H](c3ccccc3)[C@H](c3ccccc3)OC(=O)[C@H]1[C@@H]2C(=O)N1CCN(c2ncccn2)CC1	.	12.4
CC(C)CC#Cc1cnc2c(c1)C(=O)N([C@H](C)CO)C[C@H](C)[C@H](CN(C)Cc1ccccc1C(=O)O)O2	-5.7	.
CCOC(=O)C1CCN(C(=O)Nc2ccc3snnc3c2)CC1	8.1	-2.7
C[C@H](CO)N1C[C@H](C)[C@H](CN(C)C(=O)Cc2ccccn2)Oc2cc(C#C[C@@H](C)O)ccc2S1(=O)=O	11.0	.
COC(=O)CSc1nc(-c2cccc(C)c2)nc2c1CCCC2	7.3	1.3
C[C@@H]1CCCCO[C@H](CN(C)C)[C@@H](C)CN([C@H](C)CO)C(=O)c2cc(NC(=O)Nc3ccc4c(c3)OCO4)ccc2O1	1.2	-1.8
C[C@H](CO)N1C[C@H](C)[C@@H](CN(C)C(=O)Nc2ccc(C(C)(C)C)cc2)OCc2cn(nn2)CCCC1=O	.	1.0
COc1cc(SC)ccc1C(=O)N1CCC(Cc2ccccc2)CC1	-4.0	.
C[C@@H]1CN([C@@H](C)CO)C(=O)Cc2cc(NC(=O)CCN3CCOCC3)ccc2O[C@H]1CN(C)Cc1ccncc1	6.0	.
COc1cc(/C=C/CO[C@@H]2O[C@H](CO)[C@@H](O)[C@H](O)[C@H]2O)ccc1O	8.1	-1.2
C[C@@H]1CN([C@@H](C)CO)C(=O)c2cc(NC(=O)c3ccncc3)ccc2O[C@@H](C)CCCCO[C@H]1CN(C)CC1CCCCC1	1.6	.
COc1ccc(S(=O)(=O)Nc2cccc3c2O[C@@H](CN(C)Cc2ccc(C(F)(F)F)cc2)[C@H](C)CN([C@H](C)CO)C3=O)cc1	9.9	.
O=C(Nc1ccccc1)OCC(CN1CCCCC1)OC(=O)Nc1ccccc1 (stereo not drawn)	.	-3.2
Cc1[nH]c2ccccc2c1C(=O)CSc1ccc2ccccc2n1	-16.4	2.5
C[C@@H]1CCCCO[C@@H](CN(C)C(=O)c2ccccc2)[C@@H](C)CN([C@H](C)CO)C(=O)c2cc(NC(=O)Nc3ccc(C(F)(F)F)cc3)ccc2O1	-29.7	3.5
Cc1noc(C)c1NC(=O)Nc1cccc2c1O[C@@H](CN(C)S(=O)(=O)c1ccc(Cl)cc1)[C@H](C)CN([C@H](C)CO)C2=O	7.0	.
COc1ccccc1-c1nnc(SCC(=O)Nc2ccc(Cl)cc2Cl)n1-c1ccccc1	-2.4	-2.9
CCN1CCN(C(=O)N[C@@H](C(=O)N[C@@H]2C(=O)N3C(C(=O)O)=C(CSc4nnnn4C)CS[C@H]23)c2ccc(O)cc2)C(=O)C1=O	17.1	-6.7
CC(=O)Nc1ccccc1NC(=O)COc1ccc([N+](=O)[O-])cc1	-12.9	-3.6
O=C(CN1CCN(C2CCCC2)CC1)Nc1ccc([N+](=O)[O-])cc1C(=O)Nc1ccccc1F	-3.6	-2.4
COc1ccc(CN(C)C[C@@H]2Oc3ccc(NC(=O)Nc4ccc(OC)cc4)cc3C(=O)N([C@@H](C)CO)C[C@@H]2C)cc1	1.5	.
NC(=O)CN1C(=O)C(O)(CC(=O)c2cccnc2)c2ccccc21 (stereo not drawn)	0.8	-1.9
C[C@H]1CN([C@@H](C)CO)C(=O)Cc2cc(NC(=O)Cc3ccccc3)ccc2O[C@H]1CN(C)Cc1ccc(C(F)(F)F)cc1	-0.8	1.2
O=C(NCc1cccnc1)c1cccnc1-c1nc2ccccc2s1	2.1	0.5
CCn1c2ccccc2n2c(SCCOc3ccc(C)cc3)nnc12	4.5	-0.4
Cc1noc(C)c1NC(=O)Nc1ccc2c(c1)C(=O)N([C@H](C)CO)C[C@@H](C)[C@H](CN(C)C(=O)Nc1c(C)noc1C)O2	9.7	.
CNc1ccccc1C(=O)N1CCc2c([nH]c3ccccc23)C1=O	7.2	2.1
O=C(NCc1ccccc1)C1=C[C@@H](c2cccs2)C[C@@H](OCc2ccc(CO)cc2)O1	.	0.5
C[C@H](CO)N1C[C@H](C)[C@H](CN(C)Cc2ccc(C(F)(F)F)cc2)OCCCC[C@H](C)Oc2ccc(NC(=O)Nc3ccccc3)cc2C1=O	-72.5	.

Four compounds from above, arranged by length of the SMILES, low to high.
SMILES	mut p53 react	STK33 inh
CCn1c2ccccc2n2c(SCCOc3ccc(C)cc3)nnc12	4.5	-0.4
CNc1ccccc1C(=O)N1CCc2c([nH]c3ccccc23)C1=O	7.2	2.1
NC(=O)CN1C(=O)C(O)(CC(=O)c2cccnc2)c2ccccc21 (stereo not drawn)	0.8	-1.9
O=C(NCc1ccccc1)C1=C[C@@H](c2cccs2)C[C@@H](OCc2ccc(CO)cc2)O1	.	0.5

More entries
SMILES	mut p53 react	STK33 inh
COc1ccc(NC(=O)N(C)C[C@H]2Oc3ccc(NS(=O)(=O)c4c(C)noc4C)cc3CC(=O)N([C@H](C)CO)C[C@H]2C)cc1	.	-1.5
Cc1ccc(S(=O)(=O)N(C)C[C@@H]2Oc3ccc(NC(=O)Cc4cn(C)c5ccccc45)cc3CC(=O)N([C@H](C)CO)C[C@H]2C)cc1	.	2.1
COc1ccc(NC(=O)N(C)C[C@H]2Oc3ccc(NS(=O)(=O)c4ccc(C)cc4)cc3C(=O)N([C@@H](C)CO)C[C@@H]2C)cc1	.	-0.9
O=C(NC(Cc1ccc(O)cc1)C(=O)O)c1ccccc1 (stereo not drawn)	43.5	0.3
NC(=O)CSc1nnc(-c2ccccc2F)n1-c1ccccc1	-7.2	3.0
C[C@@H]1CN([C@@H](C)CO)C(=O)CCCn2nncc2CO[C@H]1CN(C)Cc1ccc(Cl)c(Cl)c1	.	-0.4
CCOC(=O)c1c(NC(=O)CSc2nc(C)cc(C(F)(F)F)c2C#N)sc2c1CCCC2	9.7	-2.4
CC(=O)c1ccc(NC(=O)Cn2cnc3c(sc4nc5c(cc43)COC(C)(C)C5)c2=O)cc1	73.5*	0.6
C[C@H](CO)N1C[C@H](C)[C@@H](CN(C)C(=O)Nc2ccc(F)cc2)Oc2c(NC(=O)NC3CCCCC3)cccc2C1=O	14.8	.
CC(Sc1nc(=O)cc(N)n1-c1ccccc1)C(=O)Nc1ccc(Cl)cc1 (stereo not drawn)	-7.5	-3.4
CCOc1ccccc1NC(=O)CN1C(=O)c2cccc3cccc1c23	4.0	0.6
C[C@@H]1CCCCO[C@H](CN(C)C(=O)Nc2ccc(F)cc2)[C@@H](C)CN([C@H](C)CO)C(=O)c2cc(NC(=O)Nc3ccccc3)ccc2O1	.	0.5
CNC[C@H]1Oc2cc(C#Cc3ccc(OC)cc3)ccc2S(=O)(=O)N([C@H](C)CO)C[C@@H]1C	-15.2	.
C[C@@H]1CCCCO[C@@H](CN(C)Cc2ccc(C(=O)O)cc2)[C@@H](C)CN([C@@H](C)CO)C(=O)c2cc(NC(=O)Nc3ccc(C(F)(F)F)cc3)ccc2O1	3.4	.
COc1cccc(N(CC(=O)Nc2cccc(Cl)c2)S(C)(=O)=O)c1	8.4	-4.7
CCSC1=C(C#N)C(=O)NC(C(C)C)S1 (stereo not drawn)	6.8	.
C[C@H](CO)N1C[C@H](C)[C@H](CN(C)CC2CCCCC2)Oc2ccc(NS(=O)(=O)c3cccs3)cc2CC1=O	.	0.1
CS(=O)(=O)Nc1ccc2c(c1)[C@@H]1C[C@@H](CC(=O)NCc3ccncc3)O[C@@H](CO)[C@@H]1O2	1.0	.
COc1ccc(NC(=O)N(C)C[C@H]2OCCCC[C@@H](C)Oc3ccc(NC(=O)NC4CCCCC4)cc3C(=O)N([C@H](C)CO)C[C@@H]2C)cc1	.	4.4
C[C@H](CO)N1C[C@H](C)[C@H](CN(C)S(C)(=O)=O)Oc2ncc(C#Cc3ccc(F)cc3)cc2C1=O	.	-0.4
COc1ccc(S(=O)(=O)N(C)CC(=O)NC2CC2)cc1	-4.6	-4.1
FC(F)(F)c1ccccc1-n1ccnc1	.	1.5
Cc1nnc(SCC(=O)Nc2ccc(F)c(F)c2F)s1	10.2	-1.0
COc1ccc(S(=O)(=O)N(C)C[C@@H]2Oc3c(NC(=O)Nc4cccc5ccccc45)cccc3C(=O)N([C@@H](C)CO)C[C@H]2C)cc1	-24.6	.
C[C@H]1CN([C@@H](C)CO)C(=O)c2cc(NC(=O)Cc3ccccc3)ccc2O[C@@H]1CN(C)Cc1ccc2c(c1)OCO2	.	0.6
C[C@@H]1CCCCO[C@H](CN(C)S(=O)(=O)c2ccccc2)[C@@H](C)CN([C@H](C)CO)C(=O)c2cc(N(C)C)ccc2O1	-5.1	-9.3
C[C@H]1CN([C@@H](C)CO)C(=O)CCCn2cc(nn2)CO[C@H]1CN(C)C(=O)CCC(F)(F)F	6.1	-1.2
C[C@@H]1CCCCO[C@@H](CN(C)C)[C@@H](C)CN([C@H](C)CO)C(=O)c2cc(NC(=O)CCC(F)(F)F)ccc2O1	11.6	-4.2
COc1ccc(Cn2c(=O)c3[nH]cnc3n(-c3cc(S(C)=O)ccc3C)c2=O)cc1 (stereo not drawn)	-4.4	.
C[C@@H]1CN([C@H](C)CO)C(=O)Cc2cc(NS(=O)(=O)c3ccccc3)ccc2O[C@@H]1CN(C)C	.	-2.4
Cc1noc(C)c1NC(=O)Nc1ccc2c(c1)C(=O)N([C@H](C)CO)C[C@H](C)[C@@H](CN(C)C(=O)Nc1c(C)noc1C)OCCCC[C@H](C)O2	2.6	.
C[C@H](CO)N1C[C@H](C)[C@H](CN(C)C(=O)Nc2ccc(C(F)(F)F)cc2)Oc2ccc(NC(=O)Cc3ccccc3)cc2CC1=O	.	-1.3
Cc1cc(C)c(NC(=O)CSc2nnc(-c3cccnc3)s2)c([N+](=O)[O-])c1	3.4	1.2
CCCCC/C=C/C=C/C(O)CCCCCCCC(=O)O (stereo not drawn)	-2.7	-5.9
CNC[C@H]1Oc2ccc(NC(=O)NC(C)C)cc2CC(=O)N([C@H](C)CO)C[C@H]1C	0.0	-0.9
COC(=O)c1cc(OC)c(OC)cc1NC(=O)Cc1ccccc1[N+](=O)[O-]	-5.9	2.5
COc1ccc([C@H]2OC[C@H]3[C@@H]2CO[C@@H]3c2ccc(O[C@@H]3O[C@H](CO)C(O)[C@H](O)[C@H]3O)c(OC)c2)cc1OC (stereo partly drawn)	11.5	-3.4
COc1ccc(NC(=O)COc2ccccc2Cl)cc1NC(=O)c1ccco1	36.3	6.4
O=C(CCN1C(=O)c2ccccc2S1(=O)=O)Nc1ccc2c(c1)OCCO2	-4.8	-0.9
C[C@@H]1CN([C@H](C)CO)C(=O)c2cccc(NC(=O)NC3CCCCC3)c2O[C@@H]1CN(C)Cc1ccc(Oc2ccccc2)cc1	-21.8	.

Brought forward from above: three entries; new compounds follow.
SMILES	mut p53 react	STK33 inh
COc1ccc(NC(=O)COc2ccccc2Cl)cc1NC(=O)c1ccco1	36.3	6.4
O=C(CCN1C(=O)c2ccccc2S1(=O)=O)Nc1ccc2c(c1)OCCO2	-4.8	-0.9
C[C@@H]1CN([C@H](C)CO)C(=O)c2cccc(NC(=O)NC3CCCCC3)c2O[C@@H]1CN(C)Cc1ccc(Oc2ccccc2)cc1	-21.8	.
C[C@H]1CN([C@@H](C)CO)C(=O)Cc2cc(NC(=O)Nc3ccc(F)cc3)ccc2O[C@H]1CN(C)C(=O)Nc1cccc2ccccc12	.	1.4
C[C@H](CO)N1C[C@H](C)[C@H](CN(C)CC2CCCCC2)Oc2ccc(NC(=O)c3ccncc3)cc2CC1=O	.	-1.1
S=c1nn[nH]n1CCc1ccc(Cl)cc1	-15.1	.
O=C(Nc1ccc(S(=O)(=O)Nc2ccccn2)cc1)Nc1ccc(Cl)c(Cl)c1	-0.8	-0.4
CC(=O)N1N=C(c2ccc(C(C)(C)C)cc2)OC1(C)C	-4.1	.
CC(C)Nc1nc(SCC(=O)Nc2ccccc2)nc(N2CCOCC2)n1	-3.5	-3.5
C[C@@H]1CN([C@H](C)CO)C(=O)c2c(c3ccccc3n2C)-c2ccccc2CO[C@@H]1CN(C)Cc1ccc(C(=O)O)cc1	-8.0	.
